ERG-DNA inh = ERG Ets/DNA interaction inhibition; P11308; fluorescence polarization, His-ERG Ets domain / labelled DNA; Potency, µM (highest dose often 76.9 µM), for the others: at the highest dose FP activity, negative = inhibition, usual class: inhibitors; actives 0.028% (n = 370,000); AID 624246; active = well fitted inhibition curve with a large enough effect in the polarisation, with a control signal flat; inconclusive = small, poorly fitted or top-dose-only effect, or effect the other way, or a change in a side signal; inactive = no such curve, though single readings can be large or run the other way; the % refers to the polarisation;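 also: polarization taken with two DNA probes labelled with fluorescein and Texas red; potency is read from the fitted curve at half-maximal effect; % of control where 0% means no effect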
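His-tagged ERG Ets domain (1 uM in the protein solution; 300mM KCl, 50mM Tris-HCl, 1mM EDTA, 1mM DTT, pH 7.5) received compound, then a probe mix of 5 nM fluorescein-DNA and 100nM Texas-615-DNA. Fluorescence polarization was read for both dyes.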
RGS4 inhibitor = blocks human RGS4-accelerated GTP hydrolysis; P49798; Transcreener GDP fluorescence polarization, RGS4-accelerated GTP hydrolysis; Potency, µM (series often up to 114 µM), for inactives: at the top dose activity change, negative = inhibition, hits mostly inhibitors; actives 0.039% (n = 390,000); also: potency is read from the fitted curve at half-maximal effect; % is scaled to controls: 0 for no effect and ±100 for the full control effect; nearly all actives have a fitted effect of over 75% in size; some results filed as inactive show a strong effect at the top dose
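MLSMR compounds (23 nl, pin-transferred) preincubated 10 min at room temperature with a 500nM (2x) first reagent, then RGS4 at 900nM (2x) plus Transcreener GDP mix added; fluorescence polarization (620/688 nm) read before and after 90 min at 30 °C.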
12-LOX inh = ALOX12 (human) lipoxygenase inhibition. P18054. purified 12hLO, xylenol orange hydroperoxide absorbance. Potency, µM (doses to about 108 µM), for the others: at the top dose activity change, negative = inhibition, hits mostly inhibitors. actives 1.1% (n = 580,000). AID 1671190; also: potency is read from the fitted curve at half-maximal effect; % is scaled to controls: 0 for no effect and ±100 for the full control effect
Target sequence (P18054 whole entry, looked up): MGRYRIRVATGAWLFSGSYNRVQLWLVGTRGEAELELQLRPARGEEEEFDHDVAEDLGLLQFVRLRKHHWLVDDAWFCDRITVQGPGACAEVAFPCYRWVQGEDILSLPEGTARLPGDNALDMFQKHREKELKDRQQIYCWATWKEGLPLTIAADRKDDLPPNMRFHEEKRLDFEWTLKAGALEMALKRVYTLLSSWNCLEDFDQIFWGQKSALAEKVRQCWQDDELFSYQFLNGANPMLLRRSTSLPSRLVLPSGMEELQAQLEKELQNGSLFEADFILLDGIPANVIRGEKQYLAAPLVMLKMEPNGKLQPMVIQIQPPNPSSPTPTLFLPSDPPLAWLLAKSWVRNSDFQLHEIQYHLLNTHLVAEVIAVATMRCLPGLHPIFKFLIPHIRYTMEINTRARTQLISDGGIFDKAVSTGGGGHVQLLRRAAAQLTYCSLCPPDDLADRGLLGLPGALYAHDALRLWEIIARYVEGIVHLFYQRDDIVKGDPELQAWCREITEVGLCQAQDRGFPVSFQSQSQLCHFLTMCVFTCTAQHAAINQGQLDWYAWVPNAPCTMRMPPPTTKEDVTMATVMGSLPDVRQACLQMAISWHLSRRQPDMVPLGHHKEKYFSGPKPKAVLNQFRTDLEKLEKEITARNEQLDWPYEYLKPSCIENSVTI
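Purified human 12hLO (150 nM final) in 25 mM Hepes, 0.01% Triton X-100, pH 7.0 was preincubated 15 min at room temperature with compound. Then 40 uM arachidonic acid was added, 30 min. Hydroperoxide was read by Fe-XO absorbance ratio 573/405 nm.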
GLS inhibitor = blocks human kidney-isoform glutaminase activity. O94925. GLS enzymatic activity, qHTS titration. AID 624170. Potency, µM (series often up to 45.5 µM), for the others: at the highest dose activity change, negative = inhibition, usual class: inhibitors. actives 0.21% (n = 410,000); also: potency is read from the fitted curve at half-maximal effect; % is scaled to controls: 0 for no effect and ±100 for the full control effect
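Read-out is an Amplex red fluorescence increase coupled through glutamate oxidase and HRP, measured before and after 30 min room-temperature incubation. hKGA is in 45 mM KH2PO4 (pH 8.2) with 0.02% Tween-20; glutamine added as 1mM solution.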
BAZ2B inh = BAZ2B (human) inhibition; actives 4.4% (n = 360,000); AlphaScreen BAZ2B-H3K14Ac peptide displacement; Q9UIF8; Potency, µM (titrated, usually from 114 µM), inactives show at the highest dose activity change, negative = inhibition, usual class: inhibitors; also: potency is read from the fitted curve at half-maximal effect; % is scaled to controls: 0 for no effect and ±100 for the full control effect; nearly all actives have a fitted effect of over 60% in size
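AlphaScreen displacement: compounds (up to 110uM) incubated 30 min at room temperature with a preformed 50 nM BAZ2B/50 nM biotinylated H3K14Ac peptide complex in PBS pH 7.4 with Tween-20. Donor and acceptor beads at 10 ug/mL final added, 20 min light-protected before reading.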
HP1b chromo inh = blocks HP1-beta chromodomain binding to methylated histone tails; P83916; actives 0.56% (n = 390,000); AlphaScreen HP1-beta / biotin-H3K9me3 peptide binding; AID 540317; Potency, µM (top dose mostly 114 µM), for the others: at the top dose activity change, negative = inhibition, actives largely listed as inhibitors; also: potency is read from the fitted curve at half-maximal effect; nearly all actives have a fitted effect of over 70% in size; inactives centre near 23
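HP1-beta protein (50 nM final) preincubated 30 min at room temperature with biotinylated H3(1-18)K9me3 peptide (50 nM) in PBS pH 7.4, 0.01% Tween-20, then compound added for 30 min. AlphaScreen streptavidin donor/nickel chelate acceptor beads (10 ug/mL final), 30 min dark, luminescence read.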
PI4K2A block = blocks human PI4K2A kinase activity. purified PI4K2A, ADP-Glo luminescence, 1 h; hits give low values. activity change, negative = inhibition, % at 76.9 µM. actives 0.13% (n = 420,000). AID 1346378; in the data active = activity change below about -50%; inconclusive = mostly about -30% to -49%;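 also: -100% = wells without enzyme as full effect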
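Compounds are screened against recombinant PI4K2A using PI as substrate and ATP, the latter dispensed at 300 microM. Reactions run one hour at ambient temperature before ADP-Glo detection; full inhibition defined by wells lacking enzyme.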
G9a inh = G9a (human) methyltransferase inhibition; actives 8.8% (n = 350,000); G9a H3K9 monomethylation, AlphaScreen, 2 h; Q96KQ7; Potency, µM (top dose mostly 102 µM), without a hit: at the top dose activity, negative = inhibition, most hits filed as inhibitors; also: potency is read from the fitted curve at half-maximal effect; % is scaled to controls: 0 for no effect and ±100 for the full control effect; nearly all actives have a fitted effect of over 75% in size
Target sequence (Q96KQ7 913-1193 limits assumed): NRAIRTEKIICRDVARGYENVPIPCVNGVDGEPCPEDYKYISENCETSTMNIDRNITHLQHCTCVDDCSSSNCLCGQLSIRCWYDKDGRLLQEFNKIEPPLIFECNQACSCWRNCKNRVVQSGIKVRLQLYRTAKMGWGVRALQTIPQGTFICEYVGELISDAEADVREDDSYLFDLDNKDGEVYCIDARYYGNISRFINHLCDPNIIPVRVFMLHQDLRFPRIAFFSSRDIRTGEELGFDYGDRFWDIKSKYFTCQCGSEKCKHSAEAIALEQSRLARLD
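AlphaScreen detection with an anti-monomethyl H3K9 antibody quantified product after a 2 h room-temperature reaction containing 500 nM biotinylated H3K9 peptide, 20 µM SAM and 20 nM enzyme, which had been preincubated 15 min with compound.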
JMJD2A Tudor = JMJD2A Tudor domain (human) inhibition. AlphaScreen JMJD2A-Tudor / H3K4me3 peptide binding. actives 4.4% (n = 390,000). AID 504339. Potency, µM (top dose mostly 114 µM), for the others: top-dose activity change, negative = inhibition, hits mostly inhibitors. O75164; also: potency is read from the fitted curve at half-maximal effect; % is scaled to controls: 0 for no effect and ±100 for the full control effect; nearly all actives have a fitted effect of over 50% in size
Starred values were filed as active, the others as inactive; ? = inconclusive; . = not tested or not shown; & = joins results of further samples; [ ] = remark or other dose. Unless noted, calls follow the shape of the dose curve; as a rule, active = well fitted curve in the direction sought with a large enough effect; inconclusive = small, poorly fitted or top-dose-only effect, or another doubt; inactive = no such curve, though single readings can be large; an effect the other way counts as inactive or inconclusive. These rows are one share of the data; rates above refer to the full screens.

ERG-DNA inh	RGS4 inhibitor	12-LOX inh	GLS inhibitor	BAZ2B inh	HP1b chromo inh	PI4K2A block	G9a inh	JMJD2A Tudor	SMILES
-6%	-9%	4%	1%	-5%	31%	0	-5%	7%	CCOc1ccc(NC(=O)C2CCCN2C(=O)NC2CCCCC2)cc1 (stereo unspecified)
1%	23%	-9%	3%	-5%	21%	-1	31%[59 µM]	-10%	COc1cccc2c1ncc1c(-c3ccc(C)cc3)nn(-c3ccc(F)cc3)c12
6%	1%[56.9 µM]	-3%	?	-12%	32%	8	13%	-15%	Cc1ccc(CCN2CC(C(=O)NCCN(C)C)CC2=O)cc1 (stereo unspecified)
?	-33%	-23%	1%	-18%	22%	2	?	-24%	Cc1ccc(-c2noc(C3CCCN(C(=O)c4cccc([N+](=O)[O-])c4)C3)n2)o1 (stereo unspecified)
-5%	9%	2%	10%	-21%	26%	0	?	-3%	NC(CC(=O)OC1CCCCC1)C(=O)OC1CCCCC1 (stereo unspecified)
-18%	21%	50%[activator]	-3%	-4%	28%	4	1%[59 µM]	-7%	Cc1ccc(N2CC(C(=O)Nc3ccccc3OC(F)F)CC2=O)cc1 (stereo unspecified)
1%	-3%	0%	19%	-32%	30%	0	-9%	-17%	COC(=O)c1ccccc1NC(=S)N1CCN(c2ccccc2)CC1
8%	-7%	?	-10%	.	13%	-4	3.5µM*	13µM*	C=CCn1c(-c2cccc(S(=O)(=O)N(CC)CC)c2)n[nH]c1=S
0%	0%	12%	-5%	-1%	6%	-15	1%	-1%	CCN(C(=O)CSc1nnc2nc(C)cc(C)n12)c1ccccc1
-4%	-15%	-5%	3%	9%	32%	1	.	-1%	COc1cc(-c2c(-c3ccc4c(c3)OCO4)noc2-c2ccsc2)ccc1F
-8%	9%	273%[activator]	14%	-1%	38%	0	2%	3%	COc1ccc(CCC(=O)NNC(=O)Nc2ccc(OC)c(OC)c2)cc1
1%	-25%	-14%	-5%	-21%	32%	3	0%	-13%	COc1ccc(-n2nc(C(=O)NCC(=O)Nc3cc(Cl)c(OC)cc3OC)c3ccccc3c2=O)cc1
-4%	-27%	42%[activator]	14%	-9%[57.1 µM]	-9%	1	8%	-20%	COc1ccc2[nH]c3c(c2c1)CCN1C(=O)N([C@@H](C)C(=O)NC2CC2)C(=O)[C@]31C
12%	-8%[56.9 µM]	6%	-17%	-12%	55%[activator]	4	?	-22%	Cc1csc(NC(=O)c2cc[n+]([O-])cc2)n1
5%	5%	-18%	5%	52%[activator]	154%[activator]	4	2%[0.501 µM]	115%[activator]	CCOC(=O)c1ccccc1NC(=O)COC(=O)CSc1ccccc1
-6%	16%	23%	5%	4%	29%	-17	-7%	-5%	CCCCC(=O)Nc1ccc(NC(=O)c2ccco2)cn1
-7%	-1%	-23%	19%	-20%	53%[activator]	-3	?	6%	CCOC(=O)N1CCN(CC(=O)c2ccc(O)c(C)c2O)CC1
3%	-11%	?	-1%	?	7%	1	50µM*	-28%	O=S(=O)(c1ccc(F)cc1)c1nc(-c2ccco2)oc1Nc1ccc(F)cc1
1%	-11%	227%[activator]	-6%	-21%	10%	-14	9%	1%	COc1c(Cl)cccc1-c1cn2ccccc2n1
-1%	24%	?	13%	-1%	20%	0	18%[59 µM]	-23%	CC(C)(C)CN1C(=O)C(=O)NC[C@@H]1Cc1ccc(O)cc1
-2%	0%	0%	-2%	-11%	17%	-2	-3%	-4%	O=C(CC(=O)NCc1ccccc1)NCc1ccccc1
-10%	6%	-16%	4%	3%	8%	-4	27%	-17%	O=C1CCC(C(=O)N2CCCCO2)CN1CCc1ccccc1 (stereo unspecified)
-4%	-48%	4%	-22%	-2%	34%	-3	61%[activator]	-18%	CC(NS(=O)(=O)c1ccccc1)C(=O)NC1CCCC1 (stereo unspecified)
-6%	4%	121%[activator]	7%	0%	18%	0	-19%	-3%	O=C(N/C=N/O)C(c1ccccc1)c1ncc(C(F)(F)F)cc1Cl (stereo unspecified)

Some of the entries above in a different format:
COc1ccc(CCC(=O)NNC(=O)Nc2ccc(OC)c(OC)c2)cc1
  ERG-DNA inh: -8%	RGS4 inhibitor: 9%	12-LOX inh: 273%[activator]	GLS inhibitor: 14%	BAZ2B inh: -1%	HP1b chromo inh: 38%	PI4K2A block: 0	G9a inh: 2%	JMJD2A Tudor: 3%
COc1ccc(-n2nc(C(=O)NCC(=O)Nc3cc(Cl)c(OC)cc3OC)c3ccccc3c2=O)cc1
  ERG-DNA inh: 1%	RGS4 inhibitor: -25%	12-LOX inh: -14%	GLS inhibitor: -5%	BAZ2B inh: -21%	HP1b chromo inh: 32%	PI4K2A block: 3	G9a inh: 0%	JMJD2A Tudor: -13%
COc1ccc2[nH]c3c(c2c1)CCN1C(=O)N([C@@H](C)C(=O)NC2CC2)C(=O)[C@]31C
  ERG-DNA inh: -4%	RGS4 inhibitor: -27%	12-LOX inh: 42%[activator]	GLS inhibitor: 14%	BAZ2B inh: -9%[57.1 µM]	HP1b chromo inh: -9%	PI4K2A block: 1	G9a inh: 8%	JMJD2A Tudor: -20%
Cc1csc(NC(=O)c2cc[n+]([O-])cc2)n1
  ERG-DNA inh: 12%	RGS4 inhibitor: -8%[56.9 µM]	12-LOX inh: 6%	GLS inhibitor: -17%	BAZ2B inh: -12%	HP1b chromo inh: 55%[activator]	PI4K2A block: 4	G9a inh: ?	JMJD2A Tudor: -22%

Remaining list, next part.
ERG-DNA inh	RGS4 inhibitor	12-LOX inh	GLS inhibitor	BAZ2B inh	HP1b chromo inh	PI4K2A block	G9a inh	JMJD2A Tudor	SMILES
6%	15%	1%	4%	6%	25%	2	0%[59 µM]	-14%	Cn1c(NC(=O)C2c3ccccc3Oc3ccccc32)cc(=O)n(C)c1=O
1%	12%[56.9 µM]	6%	28%	-19%	30%	-1	-6%[59 µM]	-33%	CN(C)c1cccc(C(=O)OCCNC(=O)c2cccc(S(=O)(=O)N3CCOCC3)c2)c1
-1%	31%	0%	-3%	-1%	38%	3	-3%[59 µM]	-4%	CN(c1ccc(C(=O)Nc2ccccc2C(=O)N2CCOCC2)cc1)S(C)(=O)=O
2%	-12%	1%	-11%	1%	43%[activator]	-4	-29%[12.7 µM]	-4%	c1ccc(SCc2nc3ccccc3[nH]2)nc1
5%	-11%	?	1%	9%	38%	0	-25%	-10%	Cc1cc(Nc2cccc(C(=O)O)c2)n2ncnc2n1
13%	-11%	59%	2%	8%	47%[activator]	1	43%[activator]	6%	CNC(=S)N(Cc1ccc(Cl)cc1)Cc1cccs1
4%	-1%	-9%	-11%	-15%	34%	3	0%	1%	COC(=O)C1CCN(C(=O)c2cc(=O)[nH]c3ccccc23)CC1
-4%	10%	-16%	3%	-16%	33%	1	8%[59 µM]	-12%	CCOc1ccc(CCNc2ncnc3onc(-c4ccc(Cl)cc4)c23)cc1OCC
2%	-41%	-11%	2%	-2%	26%	-9	-13%	-3%	Cc1noc(C)c1COc1ccccc1C(=O)NCCOc1ccccc1
8%	-4%	-45%&19%	4%	1%	-17%	-2	15%[0.501 µM]	-18%	O=C(Nc1ccccc1)C(c1ccccc1)c1ccccc1
-5%	-10%	-4%	-7%	-15%	10%	4	?	-9%	Cn1cc(CN2CCN(CCO)CC2)c(-c2ccc(Oc3ccccc3)cc2)n1
-3%	11%	323%[activator]	0%	-20%	33%	-4	-1%[12.7 µM]	-12%	O=C(Cc1ccsc1)Nc1ccc2c(c1)OCO2
-22%	-16%	21%	6%	-20%	38%	-2	3%	-3%	COc1ccccc1C(=O)NNC(=O)c1ccc(NS(=O)(=O)c2cccs2)cc1
-4%	-11%	-22%	0%	-22%	0%	-3	22µM*	?	CN(C)C(=S)Nc1cccc(-c2n[nH]c(=S)o2)c1
-3%	-5%	491%[activator]	16%	9%	36%[activator]	0	50µM*	-14%	CCC(C)N(CCNC(=O)CC1Oc2ccc(C)cc2NC1=O)C1CCCCC1 (stereo unspecified)
-5%	2%	-1%	-6%	-7%	13%	4	6%	-29%	Cc1ccc2c(CN3CCN(Cc4ccccc4)CC3)cc(=O)oc2c1
5%	-31%	-5%	6%	12%	7%	4	3%	-21%	COc1ccc2[nH]c(=O)c(CN(C(=O)c3ccccn3)c3ccccc3)cc2c1
10%	-2%	-33%	-3%	-3%	19%	1	-14%[12.7 µM]	-29%	CN(C)CCNc1oc(-c2ccccc2Cl)nc1S(=O)(=O)c1ccccc1
4%	23%	6%	8%	-33%	-13%	0	50µM*	-31%	CN(C)c1ccc(S(=O)(=O)NCC(=O)NCCOc2ccccc2F)cc1[N+](=O)[O-]

Bioassay records: PubChem, National Center for Advancing Translational Sciences (NCATS)
